High-throughput results (PubChem)
TPT1 inhibitor – Candida albicans TPT1 enzyme inhibitors, primary screen, biochemical, fluorescence polarization; inhibition, % at 5 µM; hit rate 0.81% among 300,000; tRNA 2'-phosphotransferase TPT1 (Candida albicans SC5314); recombinant caTPT1, FP RNA substrate dephosphorylation;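 active = inhibition above the mean of all tested compounds plus 3 SD, set per screening campaign, cut at about 24% in these data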;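 note: plate controls were DMSO alone for no effect and ferristatin control at 100 nM for full effect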
PREPL inh – PREPL enzyme inhibitors, primary screen, biochemical, fluorescence polarization; hit rate 0.68% among 320,000; inhibition, % at 5.96 µM; recombinant PREPL, fluorescence polarization activity-based probe; AID 2751, 2010; in the data active = inhibition above about 43%;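 note: 0% = enzyme with DMSO and 100% = wells lacking enzyme; many of its hits are not listed in these tables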
LYPLA2 counter – LYPLA2 inhibitors, primary screen, counter-screen for PME1 inhibitor project, biochemical, fluorescence polarization, FP-Rh probe ABPP | inhibition, % at 5.9 µM | recombinant LYPLA2 | Acyl-protein thioesterase 2 (Homo sapiens), O95372 | hit rate 0.38% among 320,000 | AID 2177, 2009;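 active = inhibition above the screen-wide mean plus 3 SD, limit set per campaign, cut at about 26% in these data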;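 note: 0% = LYPLA2 with DMSO and 100% = wells lacking LYPLA2 enzyme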
Target sequence (O95372 whole entry, looked up): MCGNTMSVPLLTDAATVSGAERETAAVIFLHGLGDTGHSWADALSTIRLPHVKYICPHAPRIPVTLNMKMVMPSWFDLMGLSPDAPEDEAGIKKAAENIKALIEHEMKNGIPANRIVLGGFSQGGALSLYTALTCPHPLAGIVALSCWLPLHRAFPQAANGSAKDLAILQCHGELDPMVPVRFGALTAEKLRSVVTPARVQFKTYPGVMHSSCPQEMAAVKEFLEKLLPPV
PP1 counter – PP1-alpha phosphatase inhibitors, primary screen, counter-screen for PP5 inhibitor project, biochemical, fluorescence, OMFP substrate, single point; purified PP1alpha; inhibition, % at 6.7 µM; hit rate 0.9% among 320,000;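 active = inhibition above the mean inhibition of all tested compounds plus 3 SD, computed separately for each screening campaign, cut at about 15% in these data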
Target sequence (P62136 whole entry, looked up): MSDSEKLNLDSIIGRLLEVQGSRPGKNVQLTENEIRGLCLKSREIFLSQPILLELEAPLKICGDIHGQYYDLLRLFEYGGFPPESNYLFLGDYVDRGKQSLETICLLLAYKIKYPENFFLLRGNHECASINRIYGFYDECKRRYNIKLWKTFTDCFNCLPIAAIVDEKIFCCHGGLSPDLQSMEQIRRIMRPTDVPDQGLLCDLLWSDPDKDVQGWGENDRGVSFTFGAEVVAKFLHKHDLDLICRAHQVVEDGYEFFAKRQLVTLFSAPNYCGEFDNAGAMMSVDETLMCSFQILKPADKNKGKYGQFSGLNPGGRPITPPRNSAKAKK
PP5 inh – PP5 phosphatase inhibitors, primary screen, biochemical, fluorescence; Serine/threonine-protein phosphatase 5 (Homo sapiens), P53041; purified PP5c, OMFP substrate fluorescence; inhibition, % at 6.7 µM; hit rate 0.18% among 320,000;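 active = inhibition above the campaign's mean inhibition across all tested compounds plus 3 SD, cut at about 9.5% in these data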;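 note: 0% = DMSO only and 100% = 100 µM cantharidin control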
core dimer inh – inhibitors of HCV core protein dimerization, primary screen, biochemical, TR-FRET, high-throughput; AID 1899, 2009; TR-FRET GST/Flag-core106 dimerization, 1536-well; hit rate 0.33% among 300,000; inhibition, % at 5 µM;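 active = inhibition above the mean of all tested compounds plus 3 SD, set per screening campaign, cut at about 45% in these data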
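Test system: GST/Flag-tagged HCV core106 proteins; Medium: KF-containing HEPES buffer, pH 7.45, DTT, CHAPS, BSA; Times: compound-protein-antibody incubation 4 h at 22.5 °C; Detection: TR-FRET 671 and 617 nm emission; Benchmarks: wells lacking GST-core106 and wells with excess unlabelled core106.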
Efflux pump inh – inhibitors of Candida efflux pumps in yeast, primary screen, S. cerevisiae, Nile Red, multiplex; S. cerevisiae Candida pump triplex; AID 485275, 2010; inhibition, % at 10 µM; hit rate 0.44% among 330,000;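 active = plate passing quality check with inhibition over a set limit, or well fluorescence over plate mean plus 4 SD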;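 note: Nile Red retained in pooled yeast measured as flow cytometry median fluorescence; 0% = buffer negative control and 100% = Enniatin B positive control; higher means more Nile Red kept so more efflux inhibition; some compounds called inactive have numbers as strong as hits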
JMJD2C inh – inhibitors of GASC-1 histone demethylase, primary screen, biochemical, fluorescence, DELFIA europium. Lysine-specific demethylase 4C (Homo sapiens), Q9H3R0. GST-JMJD2C(1-420) H3K9me3 demethylation. inhibition, % at 2.35 µM. hit rate 0.069% among 330,000. AID 2099, 2009;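 active = more than half of a compound's replicate wells show inhibition beyond 50%, single wells judged on their own value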;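 note: signal counts dimethyl H3K9 product captured on neutravidin plate; 0% = median of DMSO wells and 100% = 0.3 times that DMSO median; strong numbers were not always called active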
Target sequence (Q9H3R0 1-420 limits assumed): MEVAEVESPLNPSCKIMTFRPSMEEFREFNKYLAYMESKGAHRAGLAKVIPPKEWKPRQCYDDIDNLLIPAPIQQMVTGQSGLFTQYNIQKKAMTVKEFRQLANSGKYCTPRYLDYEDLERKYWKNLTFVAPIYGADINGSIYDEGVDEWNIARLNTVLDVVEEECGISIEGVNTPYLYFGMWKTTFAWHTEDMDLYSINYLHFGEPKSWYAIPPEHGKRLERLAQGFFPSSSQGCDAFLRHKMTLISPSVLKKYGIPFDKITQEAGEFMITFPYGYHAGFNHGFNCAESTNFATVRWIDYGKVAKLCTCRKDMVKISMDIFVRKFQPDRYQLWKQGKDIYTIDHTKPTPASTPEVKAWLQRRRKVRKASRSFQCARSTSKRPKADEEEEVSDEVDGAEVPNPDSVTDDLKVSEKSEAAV
CTSL1 counter – Fasciola hepatica cathepsin L1 inhibitors, primary screen, counter-screen for PFM18AAP inhibitor project, biochemical, QFRET, fluorogenic peptide substrate; inhibition, % at 5.96 µM; hit rate 0.49% among 300,000; recombinant F. hepatica cathepsin L1, Z-Leu-Arg-MCA fluorescence;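 active = inhibition above the mean of all tested compounds plus 3 SD, set per screening campaign, cut at about 17% in these data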;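 note: 0% = plate median of test compound wells and 100% = 1 µM Z-Phe-Ala-diazomethylketone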
The depositor's hits bear a star; x = no result given; & = joins results of further samples.

SMILES | TPT1 inhibitor | PREPL inh | LYPLA2 counter | PP1 counter | PP5 inh | core dimer inh | Efflux pump inh | JMJD2C inh | CTSL1 counter
CC1CCCC(C)N1CCCNC(=O)CCn1c(=O)c2cccn2c2cccnc21 (configuration not stated) | -4 | 16 | 1 | -4 | 1.3 | -24 | 0.2 | 2 | 1
CCc1cc2c(C)ccc(C)c2nc1SCC(=O)Nc1c(C)[nH]c(=O)[nH]c1=O | 0 | 19 | -3 | 13 | -0.7 | 4 | 0.6 | 8 | 3
COc1ccc(CCNCC(O)COc2ccc(OC)cc2C(C)(C)C)cc1 (configuration not stated) | 1 | 3 | -6 | 7 | 4.3 | -9 | -0.1 | 9 | -6
O=C(COC(=O)c1ccc2c(c1)C(=O)N(Cc1ccco1)C2=O)NCC(F)(F)F | 0 | -10 | -1 | -2 | 2.2 | -4 | 0.0 | 27 | -5
Cc1ccc(NC(=S)NC(=O)c2ccc(Br)o2)c(C)c1 | 3 | -8 | 2 | -3 | 2.9 | -1 | 0.0 | 15 | 1
CCN(C(=O)CCc1nnc2ccc(N3CCC4(CC3)OCCO4)nn12)c1ccccc1 | -2 | 7 | -2 | -1 | -0.4 | 4 | 0.0 | 9 | 3
CC(=O)c1c(C(C)=O)c(C)n(-c2nc(-c3ccccc3)c(C)s2)c1C | 2 | 4 | 11 | -3 | 2.3 | -1 | 0.1 | 4 | 1
Cc1nn(CC(=O)NC2C(=O)N3C(C(=O)O)=C(CSc4nnnn4C)CSC23)cc1Br (configuration not stated) | 5 | 2 | -4 | 1 | -2.6 | 0 | 0.0 | 17 | 5
COCCN(C(=O)COC(=O)c1cc2ccccc2cc1OC)c1c(N)n(Cc2ccccc2)c(=O)[nH]c1=O | 1 | -12 | 1 | -1 | 0.2 | 2 | 0.0 | 1 | -5
CC(C)C(=O)N(Cc1ccccc1)c1ccccn1 | -4 | 25 | 7 | 3 | -0.1 | -1 | -0.1 | 1 | 4
O=C(NCC1(c2ccccc2)CCOCC1)c1ccc(Br)o1 | -6 | 7 | 0 | -1 | 0.1 | 4 | -0.1 | -10 | 1
Cc1sc2nc(CN3CCOCC3)nc(N3CCOCC3)c2c1C | -7 | 11 | 4 | 2 | 0.2 | -3 | -0.1 | 3 | 4
CN(C)c1nc(OCCOC(=O)c2ccccc2)nc(N(C)C)n1 | -2 | 5 | 2 | -3 | 2.0 | 0 | 0.1 | -2 | 3
CCOC(=O)c1c(C2CC2)csc1NC(=O)COC(=O)c1cnc(Cl)c(Cl)c1 | 0 | -6 | 2 | -1 | 0.1 | 8 | -0.3 | 3 | -1
Cc1ccc(OCC(=O)Nc2ccccc2F)cc1 | 0 | -7 | 4 | 0 | 0.8 | -1 | 0.0 | 8 | -2
NC(=O)c1cn(-c2ccccc2)nc1-c1cc2ccccc2oc1=O | -2 | -2 | 4 | -3 | -0.3 | 2 | 0.0 | -12 | 3
CCOc1ccc(CCNc2ccc3nnc(-c4ccccc4)n3n2)cc1OCC | -4 | -3 | -6 | 14 | 0.7 | -3 | 0.1 | 14 | 3
Fc1cccc(/C=N/Nc2cc(N3CCOCC3)ncn2)c1 | 1 | -9 | 1 | 0 | 3.1 | -4 | 0.1 | -1 | -2
CCN1CCN(c2cc(C)c3cc(NC(=O)c4cnccn4)ccc3n2)CC1 | -2 | 3 | 5 | 1 | 0.1 | -3 | 0.2 | 3 | -1
CCn1nc(C(=O)OCC(=O)c2ccc3c(c2)OCCO3)c2ccccc2c1=O | -1 | 10 | 7 | -3 | 1.8 | 5 | -0.1 | -6 | 0
S=C(NC1CCCCC1)N1CCn2cccc2C1c1ccncc1 (configuration not stated) | -2 | -12 | -2 | -2 | 0.8 | 0 | 0.1 | 9 | 0
COc1ccc(/C(C)=N/N2C(=O)c3ccccc3NC2c2ccc(O)c(OC)c2)cc1 (configuration not stated) | -1 | -1 | -5 | -1 | 0.5 | 1 | -0.1 | 6 | 5
COc1cc(OC)c(NC(=O)CCNC(=O)Cn2ccc3ccccc3c2=O)cc1Cl | 1 | -5 | -7 | 1 | 0.9 | -1 | -0.1 | -1 | 3
Cc1ccc(-n2nnnc2-c2cnc3cc4c(cc3c2C)OCO4)cc1 | 3 | -4 | 0 | 1 | -1.5 | 2 | -0.1 | 0 | 1
Cc1ccc(NC(=O)CN2C(=O)C(C)Oc3ccccc32)nc1 (configuration not stated) | 3 | 11 | -5 | -5 | 1.8 | -2 | 0.0 | -25 | 2
Cc1cc2oc(C(=O)Nc3cccnc3)c(C)c2cc1C | -4 | -6 | 0 | 0 | -0.2 | -4 | -0.2 | -11 | -4
CCC(C)C(=O)Nc1ccc(OC)cc1OC (configuration not stated) | 5 | 17 | -5 | 0 | 2.5 | -4 | 0.1 | -1 | -2
O=C(CCC(=O)Nc1ccccc1)NNC(=O)c1ccccc1Cl | 0 | 3 | -3 | -7 | -2.5 | -1 | 0.0 | 12 | -15
O=C(C1CCCCC1)N1CCC(n2nnc3ccccc32)CC1 | 1 | -6 | -6 | 1 | 0.5 | -1 | 0.1 | 0 | -10
CCCN(Cc1cc2cc(OC)ccc2[nH]c1=O)C(=O)c1ccco1 | 2 | 6 | 3 | 3 | -0.5 | 1 | -0.1 | 1 | 0
COc1cccc(N=Nc2c(N)[nH]n3c(=O)c4c(nc23)CCCC4)c1 | 3 | 59* | 0 | 17* | 1.9 | -8 | -0.4 | -11 | 8
O=C(CN(C(=O)CNC(=O)c1ccco1)c1ccc2c(c1)OCO2)NC1CCCCC1 | -3 | -5 | 13 | 3 | 2.7 | -5 | 0.0 | -8 | -2
c1cc(CN2CCN(C3CCCCCC3)CC2)ccn1 | -1 | -5 | 1 | 5 | 1.6 | -2 | -0.1 | 8 | 0
CN(CC(=O)N1CCc2[nH]c3ccc(F)cc3c2C1)CC1OCCO1 | -1 | 0 | 5 | 1 | 3.4 | -2 | 0.1 | 11 | 1
COc1ccc(/C=N/Nc2nc(C)nc(N)n2)cc1 | -1 | -4 | -5 | 1 | -0.4 | 10 | 0.1 | -6 | 4
COc1ccc(S(=O)(=O)Nc2ccc(F)c(Cl)c2)cc1OC | -10 | -9 | 2 | -5 | 1.7 | -7 | 0.0 | 1 | -4
COC(=O)c1ccc(NC(=O)CCN2CCN(Cc3ccccc3)CC2)cc1 | 1 | 2 | 0 | -4 | 2.9 | 0 | 0.1 | 8 | 2
O=C(NCc1cccnc1)c1cc(-c2ccco2)on1 | 0 | 5 | -2 | -1 | 0.7 | -5 | 0.1 | -6 | -4
CCCc1cc(C(=O)NCc2ccco2)no1 | -4 | 5 | 2 | 3 | -1.2 | 20 | -0.1 | 14 | 3
O=C(C1CCN(S(=O)(=O)c2cccs2)CC1)N1CCc2ccccc2C1 | 4 | 3 | -9 | 1 | 0.9 | 3 | 0.1 | -11 | -1
O=S(=O)(N/N=C\c1cccn1-c1ccccc1)c1ccc2ccccc2c1 | 2 | -1 | 2 | -1 | 3.2 | 7 | -0.1 | 2 | 5
Cc1ccc(C(=O)Nc2ccccc2Cl)cc1 | -1 | -4 | -1 | -4 | -0.5 | 5 | 0.1 | -1 | -2
O=C(Nc1nc(-c2ccc(Cl)s2)cs1)c1ccco1 | 4 | -1 | -4 | 2 | 1.5 | 12 | 0.1 | 1 | 4
O=C(c1ccco1)N1CCN(C(=O)N2c3ccccc3Sc3ccccc32)CC1 | -1 | 6 | -5 | 1 | 7.4 | 2 | 0.1 | 5 | 1
CCCCN(C(=O)CCC(=O)O)C1CC(=O)N(c2ccc(OCCC)cc2)C1=O (configuration not stated) | 0 | 18 | 3 | -2 | -0.9 | 1 | 0.1 | -4&-7 | 2
N#Cc1cc2c(nc1SCc1cccnc1)CCC2 | 3 | 8 | 4 | 0 | 0.6 | 4 | 0.1 | 3 | -6
CCN(CC)S(=O)(=O)c1ccc(N/N=C(\C)c2ccncc2)c([N+](=O)[O-])c1 | -4 | 18 | -4 | -2 | -1.0 | 5 | -0.2 | 14 | 5
CCC(C)(C)n1nnnc1C(c1ccc2ncccc2c1)N1CCCC(C)C1 (configuration not stated) | 0 | 2 | -6 | 1 | 0.9 | -2 | 0.1 | -4 | 0
COc1ccccc1C1CN(c2ccccc2)N=C1c1cccs1 (configuration not stated) | 9 | 5 | -3 | -5 | 0.0 | 3 | 0.0 | 3 | 0
Cc1ccsc1C(=O)NC1CCCCC1C (configuration not stated) | x | -2 | 6 | 12 | 0.2 | x | 0.0 | 6 | x
O=C(CSc1nnc(Cc2ccccc2)n1Cc1ccco1)NC12CC3CC(CC(C3)C1)C2 | -1 | 7 | -4 | 1 | 1.0 | 4 | 0.0 | 38&-3 | 4
COC(=O)c1ccc(NC(=S)NC2CC3CCC2C3)cc1 (configuration not stated) | -2 | 7 | -6 | 4 | 0.8 | -3 | 0.4 | -6 | 6
Cc1cccc(C)c1Nc1c(-c2ccc(N3CCOCC3)cc2)nc2cnccn12 | 4 | 7 | -10 | 0 | 2.0 | 3 | 0.1 | 4 | 3
O=C(Nc1ccc(F)c(Cl)c1)Nc1csc2ccccc12 | 3 | 31 | -28 | -2 | 5.0 | -4 | 0.2 | -1 | 0
O=C(Oc1ccc(Cl)cc1)N1CCOCC1 | 0 | 18 | -2 | -2 | -0.7 | -3 | 0.6 | -4 | -3
CC1=C(C#N)C(c2ccc(O)cc2)C2=C(CC(C)(C)CC2=O)N1 (configuration not stated) | -2 | 6 | 0 | -5 | 2.0 | 0 | 0.0 | 10 | 3
COc1ccc(C2/C(=C(\O)c3ccc4c(c3)OCCO4)C(=O)C(=O)N2Cc2cccnc2)cc1 (configuration not stated) | 5 | -2 | 0 | 0 | 2.5 | 4 | -0.1 | 1 | 1
Cc1nc(SCc2ccc(F)cc2)n[nH]1 | -1 | 3 | -2 | 0 | -1.9 | 9 | -0.2 | 12 | 0

4 records picked at random from those above:
SMILES | TPT1 inhibitor | PREPL inh | LYPLA2 counter | PP1 counter | PP5 inh | core dimer inh | Efflux pump inh | JMJD2C inh | CTSL1 counter
Cc1ccsc1C(=O)NC1CCCCC1C (configuration not stated) | x | -2 | 6 | 12 | 0.2 | x | 0.0 | 6 | x
O=C(Oc1ccc(Cl)cc1)N1CCOCC1 | 0 | 18 | -2 | -2 | -0.7 | -3 | 0.6 | -4 | -3
O=C(Nc1ccc(F)c(Cl)c1)Nc1csc2ccccc12 | 3 | 31 | -28 | -2 | 5.0 | -4 | 0.2 | -1 | 0
COC(=O)c1ccc(NC(=S)NC2CC3CCC2C3)cc1 (configuration not stated) | -2 | 7 | -6 | 4 | 0.8 | -3 | 0.4 | -6 | 6

These rows are one share of the data (hit frequency here may not be typical).
